West Nile virus CPE = West Nile virus antiviral activity, cell-based, CPE readout (AID 1621). West Nile virus-infected cells, CPE inhibition; higher % means a stronger effect. one-dose CPE inhibition, % at 10 µM; IC50 in µM for titrated hits. hit rate 0.02% among 290,000; in the data active means a potency from the dose series; further: strong numbers were not always called active
Hep lipid drop = modulators of hepatic lipid droplet formation; AML12 mouse hepatocytes, oleate lipid droplets, BODIPY imaging; inhibition, % at 6.5 µM; hit rate 0.4% among 240,000; AID 1656;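 active means lipid droplet intensity inhibited by at least 50%, with more than 500 cells counted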
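Assay system: AML12 mouse liver cells | Compound: 6.5 µM single-point dosing | Schedule: Overnight exposure | Technique: Fluorescence imaging, 20x objective, two fields per well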
T cell modulator = T cell immune modulation candidate | hit rate 0.068% among 330,000 | calls only at 7 µM | 2C CD8+ T cell-vesicle binding, flow cytometry; active compounds read low | AID 2052;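 active means response, share of CD8 T cells binding vesicles, and their 90th percentile fluorescence all below set limits, cut at about 80% in these data, passing the limit was not always enough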
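material = purified 2C TCR transgenic mouse naive CD8+ T cells | controls = Unloaded micro-vesicles (low), QL9 vesicles with 0.7% DMSO (high) | detection = cytometric PE anti-B7-1 and Alexa647 anti-CD8 signals after 1% paraformaldehyde fixation | incubation = binding step 1.5 h, 37 °C, antibody labelling 20 min, ice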
Hep lipid drop cells 6.5 µM = recorded beside Hep lipid drop, whose call it bears; cell count; measured here: cell count, cytotoxicity flag;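 cells counted across two imaged fields per well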
T cell modulator vesicle-bound % = second read-out of T cell modulator, no call of its own (marks repeat the call); double positive events, %; measured here: CD8+ vesicle-bound cell fraction;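 binding gate set so that unloaded-vesicle control wells show 10% double positive cells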
Active calls of the source: *. This is a subset (hit frequency here may not be typical).

Screening CC(NC(=O)C(c1ccccc1)c1ccccc1)c1ccc(S(N)(=O)=O)cc1 (configuration not stated) returned West Nile virus CPE -0.1%, Hep lipid drop -1, T cell modulator inactive, Hep lipid drop cells 6.5 µM 856 and T cell modulator vesicle-bound % 51.
Screening C[C@@]12C(=O)N(Cc3ccccc3)CC(=O)N1[C@H](/C=C/c1ccccc1)[C@@H]1C(=O)N(c3ccccc3)C(=O)[C@@H]12 returned West Nile virus CPE -1.4%, Hep lipid drop -2, T cell modulator inactive, Hep lipid drop cells 6.5 µM 787 and T cell modulator vesicle-bound % 38.
CC1CCc2c(sc(NC(=O)c3c([N+](=O)[O-])cnn3C)c2C(N)=O)C1 (configuration not stated) was read as West Nile virus CPE -0.2%, Hep lipid drop 4, T cell modulator inactive, Hep lipid drop cells 6.5 µM 717 and T cell modulator vesicle-bound % 16.
O=C(Cc1ccccc1)NCC(=O)N/N=C/c1cccs1 was read as West Nile virus CPE 1.2%, Hep lipid drop 6, T cell modulator inactive, Hep lipid drop cells 6.5 µM 801 and T cell modulator vesicle-bound % 67.
Screening CC1=C(C(=O)OCc2ccccc2)C(c2ccc(Cl)cc2)NC(=O)N1CCCC(=O)O (configuration not stated) returned West Nile virus CPE 0.4%, Hep lipid drop -1, T cell modulator inactive, Hep lipid drop cells 6.5 µM 800 and T cell modulator vesicle-bound % 39.
O=C(NCCc1ccc(Cl)cc1)C1CCN(C(=O)c2ccc(F)cc2)CC1 was read as West Nile virus CPE -0.9%, Hep lipid drop -9, T cell modulator inactive, Hep lipid drop cells 6.5 µM 766 and T cell modulator vesicle-bound % 17.
`O=C(NNC(=S)Nc1ccc(Br)cc1)c1ccccc1` gave West Nile virus CPE 1.2%, Hep lipid drop -1, T cell modulator inactive, Hep lipid drop cells 6.5 µM 848 and T cell modulator vesicle-bound % 72.
For O=C(NNC(=O)C1CCCC1)c1ccccc1F the results were West Nile virus CPE -0.1%, Hep lipid drop -11, T cell modulator inactive, Hep lipid drop cells 6.5 µM 720 and T cell modulator vesicle-bound % 44.
Screening CC(=O)N[C@@H](C)c1nc2ccccc2n1CCNC(=O)[C@H]1CCCN1c1nc(CN2CCCCC2)cs1 returned West Nile virus CPE 0.5%, Hep lipid drop 8, T cell modulator inactive, Hep lipid drop cells 6.5 µM 808 and T cell modulator vesicle-bound % 7.
Screening O=S(=O)(Nc1ccc(O)c2ccccc12)c1ccc(Br)cc1 returned West Nile virus CPE 1.1%, Hep lipid drop -1, T cell modulator inactive, Hep lipid drop cells 6.5 µM 833 and T cell modulator vesicle-bound % 27.
CC(C)CN1CCC(=O)N([C@H](CO)c2ccccc2)CC1 was read as West Nile virus CPE -0.8%, Hep lipid drop 0, T cell modulator inactive, Hep lipid drop cells 6.5 µM 794 and T cell modulator vesicle-bound % 7.
Screening CN(C)CCNC(=O)C1(O)c2cc(Br)ccc2NC(=O)N1c1ccc(Cl)cc1 (configuration not stated) returned West Nile virus CPE 0.0%, Hep lipid drop 12, T cell modulator inactive, Hep lipid drop cells 6.5 µM 879 and T cell modulator vesicle-bound % 22.

In the list so far, two have a thiophene ring, fused or not.
CC1CCc2c(sc(NC(=O)c3c([N+](=O)[O-])cnn3C)c2C(N)=O)C1 (configuration not stated) was read as West Nile virus CPE -0.2%, Hep lipid drop 4, T cell modulator inactive, Hep lipid drop cells 6.5 µM 717 and T cell modulator vesicle-bound % 16.
O=C(Cc1ccccc1)NCC(=O)N/N=C/c1cccs1 was read as West Nile virus CPE 1.2%, Hep lipid drop 6, T cell modulator inactive, Hep lipid drop cells 6.5 µM 801 and T cell modulator vesicle-bound % 67.

Next entries follow.
For O=C(COc1ccccc1)Nc1cc(NC(=O)COc2ccccc2)cc(C(=O)O)c1 the results were West Nile virus CPE 0.0%, Hep lipid drop 7, T cell modulator inactive, Hep lipid drop cells 6.5 µM 825 and T cell modulator vesicle-bound % 61.
O=C(O)c1ccc(NC(=O)c2cn(-c3ccccc3)nc2-c2cccc(Cl)c2)cc1 was read as West Nile virus CPE -0.4%, Hep lipid drop 0, T cell modulator inactive, Hep lipid drop cells 6.5 µM 784 and T cell modulator vesicle-bound % 57.
`C/C(=N/NC(=O)c1sc(NS(=O)(=O)c2ccccc2)nc1C)c1sc(N)nc1C` gave West Nile virus CPE 0.2%, Hep lipid drop -7, T cell modulator inactive, Hep lipid drop cells 6.5 µM 811 and T cell modulator vesicle-bound % 56.
For Cc1ccc(C(=O)NCc2nc3ccccc3[nH]2)o1 the results were West Nile virus CPE -0.1%, Hep lipid drop 1, T cell modulator inactive, Hep lipid drop cells 6.5 µM 842 and T cell modulator vesicle-bound % 11.
Screening O=C(CN1C(=O)c2ccccc2S1(=O)=O)NCCc1ccccc1 returned West Nile virus CPE 0.4%, Hep lipid drop 6, T cell modulator inactive, Hep lipid drop cells 6.5 µM 779 and T cell modulator vesicle-bound % 19.
For COc1cccc(NC(=O)N2CCC(NC(=O)C3CCCCC3)CC2)c1 the results were West Nile virus CPE -0.1%, Hep lipid drop -16, T cell modulator inactive, Hep lipid drop cells 6.5 µM 806 and T cell modulator vesicle-bound % 28.
Screening Nc1c(-c2cccs2)cnc2c(-c3ccc(F)cc3)cnn12 returned West Nile virus CPE -0.9%, Hep lipid drop 0, T cell modulator inactive, Hep lipid drop cells 6.5 µM 872 and T cell modulator vesicle-bound % 59.
`CN1CCN(c2ccccc2NC(=O)c2ccc([N+](=O)[O-])o2)CC1` gave West Nile virus CPE -2.1%, Hep lipid drop 0, T cell modulator inactive, Hep lipid drop cells 6.5 µM 652 and T cell modulator vesicle-bound % 21.
For COCCNC(=O)CN1C(=O)NC(c2ccccc2)(c2ccccc2)C1=O the results were West Nile virus CPE -0.1%, Hep lipid drop -2, T cell modulator inactive, Hep lipid drop cells 6.5 µM 868 and T cell modulator vesicle-bound % 20.
For O=C(Nc1ccc2c(c1)OCCO2)C(=O)NC1CC1 the results were West Nile virus CPE -0.6%, Hep lipid drop 1, T cell modulator inactive, Hep lipid drop cells 6.5 µM 821 and T cell modulator vesicle-bound % 50.
`CC12CCC(=O)C=C1CCC1C2C(=O)CC2(C)C1CC[C@]2(O)C(=O)CO` (some centres not stated) gave West Nile virus CPE 0.3%, Hep lipid drop 4, T cell modulator inactive, Hep lipid drop cells 6.5 µM 867 and T cell modulator vesicle-bound % 47.
CC(=O)Oc1ccc(/C=C2\C=C(c3ccc(C)cc3)OC2=O)cc1 was read as West Nile virus CPE -0.5%, Hep lipid drop 1, T cell modulator inactive, Hep lipid drop cells 6.5 µM 847 and T cell modulator vesicle-bound % 47.
`CCN(CC(=O)NC1CC1)S(=O)(=O)c1ccc(C)cc1` gave West Nile virus CPE 0.1%, Hep lipid drop -8, T cell modulator inactive, Hep lipid drop cells 6.5 µM 705 and T cell modulator vesicle-bound % 16.
`CC1=C(C(=O)OC(C)(C)C)C(c2ccc3ccccc3c2)NC(=O)N1C` (configuration not stated) gave West Nile virus CPE -1.0%, Hep lipid drop -15, T cell modulator inactive, Hep lipid drop cells 6.5 µM 435 and T cell modulator vesicle-bound % 46.
For Cc1cc(C)n(CCNS(=O)(=O)c2ccccc2)n1 the results were West Nile virus CPE 0.4%, Hep lipid drop -6, T cell modulator inactive, Hep lipid drop cells 6.5 µM 779 and T cell modulator vesicle-bound % 35.
For O=C(O)C(Cc1ccccc1)Nc1ccc([N+](=O)[O-])cc1[N+](=O)[O-] (configuration not stated) the results were West Nile virus CPE 0.6%, Hep lipid drop -18, T cell modulator inactive, Hep lipid drop cells 6.5 µM 758 and T cell modulator vesicle-bound % 65.
`CCc1ccc(NC(=S)N2CCCC2)cc1` gave West Nile virus CPE 0.0%, Hep lipid drop 29, T cell modulator inactive, Hep lipid drop cells 6.5 µM 691 and T cell modulator vesicle-bound % 11.
CC(C)(C)NC(=O)CN(C(=O)CCC(=O)Nc1nccs1)c1ccc(F)c(Cl)c1 was read as West Nile virus CPE -1.4%, Hep lipid drop -1, T cell modulator inactive, Hep lipid drop cells 6.5 µM 833 and T cell modulator vesicle-bound % 54.
For O=C(Nc1ccc(Cl)cc1)C1CCCN1C(=O)NCc1ccccc1 (configuration not stated) the results were West Nile virus CPE -0.8%, Hep lipid drop 9, T cell modulator inactive, Hep lipid drop cells 6.5 µM 762 and T cell modulator vesicle-bound % 18.
For O=C(Cn1cc([N+](=O)[O-])cn1)N1CCN(c2ccccc2)CC1 the results were West Nile virus CPE -0.2%, Hep lipid drop -3, T cell modulator inactive, Hep lipid drop cells 6.5 µM 791 and T cell modulator vesicle-bound % 54.
`COc1ccc(OC)c(CNCc2ccc3c(c2)OCO3)c1` gave West Nile virus CPE -1.0%, Hep lipid drop -1, T cell modulator inactive, Hep lipid drop cells 6.5 µM 782 and T cell modulator vesicle-bound % 54.
For COc1cc(OC)c(OC)cc1CN1CCN(C(=O)c2cccc3ccccc23)CC1 the results were West Nile virus CPE -1.0%, Hep lipid drop -5, T cell modulator inactive, Hep lipid drop cells 6.5 µM 825 and T cell modulator vesicle-bound % 58.
COc1ccc(CNC(=O)C(C)OC(=O)c2cccs2)cc1 (configuration not stated) was read as West Nile virus CPE -0.1%, Hep lipid drop 0, T cell modulator inactive, Hep lipid drop cells 6.5 µM 851 and T cell modulator vesicle-bound % 21.
`COC(=O)N1C(=O)[C@@](CC(C)C)(c2ccccc2)N1C(=O)OC` gave West Nile virus CPE -0.7%, Hep lipid drop -8, T cell modulator inactive, Hep lipid drop cells 6.5 µM 775 and T cell modulator vesicle-bound % 12.

Reprinted at random: 2 compounds from above.
For O=C(Nc1ccc(Cl)cc1)C1CCCN1C(=O)NCc1ccccc1 (configuration not stated) the results were West Nile virus CPE -0.8%, Hep lipid drop 9, T cell modulator inactive, Hep lipid drop cells 6.5 µM 762 and T cell modulator vesicle-bound % 18.
`CC1=C(C(=O)OC(C)(C)C)C(c2ccc3ccccc3c2)NC(=O)N1C` (configuration not stated) gave West Nile virus CPE -1.0%, Hep lipid drop -15, T cell modulator inactive, Hep lipid drop cells 6.5 µM 435 and T cell modulator vesicle-bound % 46.

(next part)
O=C(O)C/C(=C\c1cc(Cl)c2c(c1)OCO2)c1nc2ccccc2s1 was read as West Nile virus CPE 1.4%, Hep lipid drop 0, T cell modulator inactive, Hep lipid drop cells 6.5 µM 834 and T cell modulator vesicle-bound % 22.
For C/C(=N\NC(=O)c1ccncc1)c1cccc(NC(=O)c2ccc(C(C)(C)C)cc2)c1 the results were West Nile virus CPE 1.0%, Hep lipid drop -13, T cell modulator inactive, Hep lipid drop cells 6.5 µM 509 and T cell modulator vesicle-bound % 10.
For Cc1ccc(NC(=O)COc2ccc(C(=O)c3ccccc3)cc2)c(O)c1 the results were West Nile virus CPE 0.1%, Hep lipid drop 0, T cell modulator inactive, Hep lipid drop cells 6.5 µM 800 and T cell modulator vesicle-bound % 11.
Screening Cc1ccccc1C(=O)Nc1cccc(NC(=O)c2ccccc2[N+](=O)[O-])c1 returned West Nile virus CPE -0.8%, Hep lipid drop -1, T cell modulator inactive, Hep lipid drop cells 6.5 µM 857 and T cell modulator vesicle-bound % 41.
For COC(=O)c1ccccc1NC(=O)CN1CCc2ccccc2C1 the results were West Nile virus CPE -0.1%, Hep lipid drop -21, T cell modulator inactive, Hep lipid drop cells 6.5 µM 774 and T cell modulator vesicle-bound % 60.
For COc1ccc(C(=O)NC2CCN(C(=O)Nc3ccc(F)cc3)CC2)cc1 the results were West Nile virus CPE -0.1%, Hep lipid drop 27, T cell modulator inactive, Hep lipid drop cells 6.5 µM 774 and T cell modulator vesicle-bound % 30.
`CC1=Nc2cc(C(=O)NCC3CCCO3)ccc2Sc2ccc(C)cc21` (configuration not stated) gave West Nile virus CPE -0.1%, Hep lipid drop -130, T cell modulator inactive, Hep lipid drop cells 6.5 µM 370 and T cell modulator vesicle-bound % 47.
For CCc1cc(C(=O)NC(C)C2CCCO2)cs1 (configuration not stated) the results were West Nile virus CPE -0.3%, Hep lipid drop -8, T cell modulator inactive, Hep lipid drop cells 6.5 µM 623 and T cell modulator vesicle-bound % 69.
CCN(CC)c1ccc(/C=C/c2ccc3ccc(OC)cc3[n+]2CC)cc1 was read as West Nile virus CPE 0.6%, Hep lipid drop -176, T cell modulator inactive, Hep lipid drop cells 6.5 µM 656 and T cell modulator vesicle-bound % 32.
Screening Cc1ccnc(NC(=O)c2ccccc2NC(=O)c2ccc(Cl)cc2Cl)c1 returned West Nile virus CPE -0.5%, Hep lipid drop 1, T cell modulator inactive, Hep lipid drop cells 6.5 µM 876 and T cell modulator vesicle-bound % 41.
For O=C(Nc1ccc(S(=O)(=O)N2CCCCC2)cc1)C1CCCCC1 the results were West Nile virus CPE -1.1%, Hep lipid drop -10, T cell modulator inactive, Hep lipid drop cells 6.5 µM 775 and T cell modulator vesicle-bound % 24.
Screening CC(=O)Nc1ccc(S(=O)(=O)NCC2CCC(C(=O)NCCCOC(C)C)CC2)cc1 (configuration not stated) returned West Nile virus CPE 0.0%, Hep lipid drop -3, T cell modulator inactive, Hep lipid drop cells 6.5 µM 829 and T cell modulator vesicle-bound % 60.
